# Source: PubChem
# RGS12 GoLoco inh = inhibitors of human Gai1-RGS12 GoLoco interaction (red fluorophore). P63096. Gai1:RGS12 GoLoco peptide FP, rhodamine, 10 min. Potency, µM (series often up to 61.6 µM), inactives show at the top dose activity, negative = inhibition, hits mostly inhibitors. actives 0.44% (n = 230,000). AID 880; active = well fitted inhibition curve with a large enough effect, not every such curve was filed as active; inactive = no such curve, though single readings can be large or run the other way; also: % is scaled to controls: 0 for no effect and ±100 for the full control effect; nearly all actives have a fitted effect of over 30% in size; many of its hits are not listed in these tables
# NPSR antag = neuropeptide S receptor (human) antagonism, cAMP | Potency, µM (doses to about 38.3 µM), inactives show at the top dose activity change, negative = inhibition, usual class: inhibitors | CHO-NPSR cells, cAMP TR-FRET, antagonist mode | actives 1% (n = 220,000) | AID 1461 | Q6W5P4; also: % is scaled to controls: 0 for no effect and ±100 for the full control effect; nearly all actives have a fitted effect of over 50% in size; many of its hits are not listed in these tables
# Epigenetic derep = regulators of epigenetic silencing causing reporter derepression in mouse cells | actives 0.2% (n = 280,000) | Potency, µM (highest dose often 53.9 µM), inactives show top-dose GFP activation, hits mostly activators | murine LDR cells, GFP reporter derepression, 30 h; also: % of control where 0% means no effect; nearly all actives have a fitted effect of over 60% in size
#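 Reporter derepression read as number of fluorescent GFP-positive objects, 20-120 um in size, counted by laser-scanning cytometer. Mouse LDR line with an epigenetically silenced CMV-GFP locus; compound incubation 30 h, 37 C.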
# SMN2 splice enh = increases expression of the SMN2 splice variant. HEK293 SMN2-luciferase splicing reporter, luminescence, 30-36 h. actives 2.8% (n = 210,000). Potency, µM (top dose mostly 46.1 µM), inactives show at the highest dose activity change, positive = activation, usual class: activators; also: % of control where 0% means no effect; nearly all actives have a fitted effect of over 55% in size
#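 HEK293 cells carry an SMN2 […]–luciferase reporter in which exon 7 inclusion puts luciferase in frame. Cells were plated 10-12 h before compound addition, then incubated 30-36 h at 37C. ONE-Glo luminescence was read; sodium butyrate at 4.5 mM final served as control.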
# KinaseGlo FLuc = counter-screen: inhibitors of Kinase-Glo firefly luciferase | Q27757 | Kinase-Glo luciferase, ATP luminescence, 8 min | Potency, µM (series often up to 38.3 µM), for inactives: at the highest dose activity change, negative = inhibition, usual class: inhibitors | actives 0.28% (n = 200,000); also: % is scaled to controls: 0 for no effect and ±100 for the full control effect; nearly all actives have a fitted effect of over 60% in size
#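 Compound is pinned into ATP-containing buffer (10 uM ATP, imidazole pH 7.2, 7 mM MgCl2). Kinase-Glo luciferase reagent is then added. Light output is recorded following an 8-min room-temperature incubation.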
# RECQ1 helicase = blocks DNA unwinding by human RECQ1; P46063; RECQ1 DNA unwinding, red fluorescence kinetic read; Potency, µM (doses to about 57.3 µM), for inactives: at the highest dose activity, negative = inhibition, actives largely listed as inhibitors; actives 0.54% (n = 240,000); AID 2549;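 also: plate controls were vehicle for no effect and no enzyme for full effect; nearly all actives have a fitted effect of over 30% in size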
# Target sequence (P46063 whole entry, looked up): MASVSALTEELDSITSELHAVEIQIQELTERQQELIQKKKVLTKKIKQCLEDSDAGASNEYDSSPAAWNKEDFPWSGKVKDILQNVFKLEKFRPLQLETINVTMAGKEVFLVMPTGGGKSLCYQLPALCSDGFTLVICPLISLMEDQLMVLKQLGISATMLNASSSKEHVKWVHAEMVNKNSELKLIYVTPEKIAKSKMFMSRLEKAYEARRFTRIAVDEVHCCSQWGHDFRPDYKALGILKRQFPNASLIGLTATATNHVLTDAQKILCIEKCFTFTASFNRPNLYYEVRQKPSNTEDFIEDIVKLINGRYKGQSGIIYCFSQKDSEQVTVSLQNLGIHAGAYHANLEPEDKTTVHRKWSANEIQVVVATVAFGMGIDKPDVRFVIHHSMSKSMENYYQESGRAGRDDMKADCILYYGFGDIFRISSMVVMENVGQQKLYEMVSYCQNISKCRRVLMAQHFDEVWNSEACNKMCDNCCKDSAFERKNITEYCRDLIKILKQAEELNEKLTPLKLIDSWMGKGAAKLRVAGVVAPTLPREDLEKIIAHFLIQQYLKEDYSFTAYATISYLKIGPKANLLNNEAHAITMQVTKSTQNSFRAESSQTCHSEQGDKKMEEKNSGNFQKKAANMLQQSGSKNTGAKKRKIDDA
#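 50 nM RECQ1T1 preincubated 15 min with compound in Tris pH 8.0 buffer with MgCl2, DTT, Tween-20 and 2.5 ug/ml poly(dI-dC); started with 200 nM TAMRA/BHQ-2 forked duplex and 2 mM ATP. Unwinding read as fluorescence (525/598 nm), two reads 2 h apart.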
# KDM4E inh = blocks human JMJD2E demethylase activity; B2RXH2; Potency, µM (highest dose often 57.1 µM), inactives show top-dose activity change, negative = inhibition, hits mostly inhibitors; JMJD2E catalytic domain, FDH-coupled NADH fluorescence (FDH is formaldehyde dehydrogenase); AID 2147; actives 1.6% (n = 230,000); active = well fitted inhibition curve with a large enough effect, not every such curve was filed as active; inconclusive = small, poorly fitted or top-dose-only effect, or another doubt; inactive = no such curve, though single readings can be large or run the other way;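 also: 0% = wells with enzyme and -100% = buffer wells without enzyme; nearly all actives have a fitted effect of over 50% in size; many of its hits are not listed in these tables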
# Target sequence (B2RXH2 1-337 limits assumed): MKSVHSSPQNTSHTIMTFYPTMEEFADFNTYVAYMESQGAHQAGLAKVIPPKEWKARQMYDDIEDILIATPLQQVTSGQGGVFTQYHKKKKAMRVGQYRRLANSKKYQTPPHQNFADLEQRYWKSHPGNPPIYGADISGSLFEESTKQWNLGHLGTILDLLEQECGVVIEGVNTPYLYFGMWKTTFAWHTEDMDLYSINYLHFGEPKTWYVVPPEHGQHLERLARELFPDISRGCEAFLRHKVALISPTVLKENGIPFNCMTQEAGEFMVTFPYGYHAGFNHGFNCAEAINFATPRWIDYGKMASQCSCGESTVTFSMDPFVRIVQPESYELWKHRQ
# IMPase Li inh = cell-permeable IMPase inhibitors with lithium potentiation; AID 1457; Potency, µM (titrated, usually from 59.4 µM), for the others: at the highest dose activity, negative = IMPase inhibition, usual class: inhibitors; actives 0.35% (n = 210,000); CHO-M1 cells, IP1 TR-FRET (IP-One), carbachol + lithium;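 also: IP1 builds up when IMPase is blocked and the TR-FRET signal falls; plate controls were basal vehicle for no effect and high inhibitor control for full effect; nearly all actives have a fitted effect of over 50% in size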
#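 CHO cells stably expressing M1 receptor (2000/well) were cultured 16–30 h, then exposed to compounds with a small lithium addition for 30 min at 37C. IP1 was measured by TR-FRET competition; AC50 from Hill fits.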
# An asterisk follows results filed as active; i = inactive; ? = inconclusive; · = no result given; & = joins results of further samples; [ ] = another dose, or the depositor's remark. Unless noted, calls follow the shape of the dose curve; as a rule, active = well fitted curve in the direction sought with a large enough effect; inconclusive = small, poorly fitted or top-dose-only effect, or another doubt; inactive = no such curve, though single readings can be large; an effect the other way counts as inactive or inconclusive. Potency is read from the fitted curve at half-maximal effect. The list is partial. The share of hits here may be higher or lower than overall.
SMILES,RGS12 GoLoco inh,NPSR antag,Epigenetic derep,SMN2 splice enh,KinaseGlo FLuc,RECQ1 helicase,KDM4E inh,IMPase Li inh
CCn1cc(C(=O)NCCCN2CC(C)CC(C)C2)c(=O)c2cc(S(=O)(=O)N(C)C)ccc21 (stereo unspecified),-11.1%,-14.7%[46.1 µM],0.0%,-19.7%,3.5%,-4.3%,-12.6%,9.7%[38.3 µM]
CCOC(=O)Cc1cc(=O)[nH]c(/N=C(/NC(=O)c2ccccc2)Nc2ccccc2C(F)(F)F)n1,-4.7%,-6.6%[46.1 µM],-6.8%,-5.0%,17.9%,-6.3%,-5.2%,24.9%[38.3 µM]
COc1ccc(-n2nc(C(=O)NCC(=O)Nc3ccccn3)c3ccccc3c2=O)cc1Cl,6.8%,-25.4%[46.1 µM],1.3%,-10.8%,-2.3%,-4.1%,?,-10.7%[38.3 µM]
O=c1c2c3c(sc2nc2sc(CN4CCCCC4)cn12)CCCC3,-4.3%,5.7%[46.1 µM],0.8%,10.4%,0.0%,-9.6%,-0.7%,23.7%[38.3 µM]
CN(C)CCCN1C(=O)C(=O)/C(=C(/O)c2ccncc2)C1c1cccnc1 (stereo unspecified),1.3%,9.6%[46.1 µM],-0.2%,-7.2%,13.4%,-4.4%,-14.8%,-9.6%[38.3 µM]
C=CCn1c2ccccc2c2nnc(SCN3C(=O)c4ccccc4C3=O)nc21,21.5%,?,0.4%,-2.2%,2.5%,-1.4%,-13.4%,4.8%[38.3 µM]
CNS(=O)(=O)c1cccc(C(=O)OCC(=O)N(Cc2ccccc2)C(C)(C)C)c1,3.4%,-23.1%,-0.3%,3.9%,-2.5%,-3.6%,4.1%,8.9%
Cc1oc(C)c2c(=O)ccc3c(c12)OC(N)=C(C#N)C3c1ccccc1Cl (stereo unspecified),88.3%[activator],10µM*,1.0%,-1.7%,-3.1%,?,17.8µM*,12.2%[38.3 µM]
O=C(O)c1ncn(Cc2ccccc2)c1C(=O)O,·,9.9%[46.1 µM],-8.5%,·,·,-4.3%,-7.8%,·
CCc1ccc(CN2CCN(S(=O)(=O)Cc3ccccc3)CC2)cc1,-28.3%,-12.4%[46.1 µM],-1.0%,-10.6%,-1.9%,-1.0%,?,24.0%[38.3 µM]
Nc1nc(CC(=O)O)cs1,4.3%,·,·,24.8%,·,-11.6%,·,3.3%
CCOC(=O)c1sc(-c2cccs2)nc1C,8.5%,0.2%,-1.2%,16.9%,-0.2%,-16.4%,?,8.6%
NC(=O)c1cc2cc(Cl)ccc2oc1=O,1.3%,2.0%[46.1 µM],0.0%,·,2.8%,-0.1%,?,17.8%[38.3 µM]
Cc1ccc2cccnc2c1N,-2.1%,-0.5%,-0.5%,7.0%,-1.1%,i,3.8%,15.8%
O=C(NC[C@H]1CCCCN1)c1cc(OCC(F)(F)F)ccc1OCC(F)(F)F,6.7%,·,2.1%,·,0.2%,-5.9%,0.0%,2.2%
O=C(c1cc(-c2ccco2)on1)N1CCc2ccccc2C1,82.7%[activator],?,-0.7%,28.6%,-0.4%,?,-28.3%,-9.8%[38.3 µM]
COc1cc(NC(=S)NCCc2ccccc2)c(OC)cc1NC(=O)CC(C)C,-0.3%,-19.6%,0.3%,-12.8%,1.4%,?,-2.5%,-4.1%
C=C(C)[C@H]1CC=C(C)C(=O)C1,7.0%&-3.2%,·,-1.1%,-5.5%,0.7%,-3.5%&9.2%,-2.6%,11.1%&3.9%
Cc1nnc(SCC(=O)N2CCCC2)n(N)c1=O,4.0%,14.0%,2.5%,2.4%,-0.8%,-18.5%,-7.4%,2.3%
CNc1nc(N(C)C)nc(N(C)C)n1,6.0%,4.5%[46.1 µM],0.1%,3.9%,-0.8%,-9.9%,14.3%,3.9%
O=c1c(-c2ccc(Br)cc2)[n+]([O-])c2ccccc2n1OCc1ccccn1,10.6%,-10.4%,1.1%,-10.9%,-2.1%,i,?,2.7%
CCN(CC)CCCN1C=C2C(=O)C(C)(OC(=O)CCC(=O)OC)C(=O)C(Br)=C2C=C1c1ccc(OC)cc1 (stereo unspecified),11.3%[14.2 µM],·,·,2.8%[9.22 µM],-3.4%[7.66 µM],i[11.5 µM],-15.6%[11.4 µM],-6.4%
CCC#CCOCC(=O)Nc1ccccc1,2.4%,·,3.5%,-29.5%,-1.9%,0.3%,?,-4.0%
O=[N+]([O-])c1ccc(N/N=C/c2cccc(O)c2O)c(S(=O)(=O)N2CCOCC2)c1,-9.2%,-22.7%,5.2%,13.2%,-3.1%,12.6%,14.1µM*,8.5%
CCOc1ccc(NC(=O)CCN2CCN(c3ccccc3OC)CC2)cc1,-1.9%,2.3%[46.1 µM],-0.2%,2.5%,3.0%,-4.2%,1.3%,11.1%[38.3 µM]
SMILES,RGS12 GoLoco inh,NPSR antag,Epigenetic derep,SMN2 splice enh,KinaseGlo FLuc,RECQ1 helicase,KDM4E inh,IMPase Li inh
CCCCCSc1nnc(-c2ccccc2N)c(=O)[nH]1,10.7%,-0.2%,2.0%,-19.5%,1.9%,0.7%,-7.5%,-3.5%
O=c1c2c(nc3n1CCCCC3)sc1c(O)cccc12,-8.1%,-20.2%[46.1 µM],-1.0%,?,-6.8%,-10.3%,-12.8%,55.7%[activator][38.3 µM]
N#Cc1cc(Oc2ccc3ccccc3c2)c(-n2nnc3ccccc32)cc1C#N,6.9%,-7.4%[46.1 µM],2.1%,-34.7%,5.8%,-3.4%,3.4%,23.8%[38.3 µM]
c1ccc(-c2oc3ncnc(N4CCOCC4)c3c2-c2ccccc2)cc1,9.8%,-1.8%[46.1 µM],-1.0%,15.6%,-2.9%,-13.9%,-15.9%,25.0%[38.3 µM]
CCCOc1ccccc1C1CC(=O)Nc2cc3c(cc21)OCCO3 (stereo unspecified),-6.0%,?,-1.0%,-87.1%[inhibitor],-3.6%,-2.7%,0.2%,11.2%
COc1ccc2cc(S(=O)(=O)N3CCCCC3)ccc2c1S(=O)(=O)N1CCCCC1,4.0%,-25.2%[46.1 µM],-0.8%,-82.6%[inhibitor],5.1%,-11.1%,-1.5%,32.4%[38.3 µM]
CC1CCCCC1NC(=O)CSc1nnc(CN2CCOCC2)n1C (stereo unspecified),7.2%,-4.5%[46.1 µM],-2.2%,0.2%,1.1%,i,1.2%,0.2%
Nc1nn2cc(-c3ccc(Br)cc3)nc2c2ccccc12,5.7%,-57.3%,-0.3%,·,·,?,?,·
COC(=O)c1c(C(=O)OC)c2cc(C)ccn2c1Cl,2.4%,-17.4%[46.1 µM],-3.5%,-1.2%,10.7%,15.6%,?,-6.8%[38.3 µM]
COc1ccc2oc(=Nc3ccccc3)c(-c3nc4ccccc4[nH]3)cc2c1,-2.2%,-36.6%,-1.0%,12.6µM*,-7.6%,-1.6%,-18.5%,4.1%
O=C(NCc1ccncc1)c1cc(C(=O)C2CC2)c[nH]1,-2.0%,12.3%,5.3%,2.2%,-2.4%,-12.1%,12.4%,0.9%
COc1ccc(NC(=O)CSc2nnc(CCC(=O)O)c(=O)n2N)cc1,3.7%,5.2%,-7.0%,11.8%,-1.6%,-3.7%,-2.9%,-10.4%
O=S(=O)(c1ccc(NC(=S)NC2CCCC2)cc1)N1CCCC1,4.3%,-0.6%,-1.0%,29.1%,3.2%,i,-1.0%,6.7%
O=C(COC(=O)c1ccncc1)Nc1cc(Cl)c(Cl)cc1Cl,15.5%,-1.4%[46.1 µM],-0.8%,-6.4%,0.8%,-2.0%,-3.4%,-0.5%[38.3 µM]
CCOC(=O)N1CCN(CC(O)c2ccc3cc[nH]c3c2)CC1 (stereo unspecified),11.1%,-1.5%[46.1 µM],-0.8%,6.2%,-0.4%,-10.3%,-3.9%,13.7%[38.3 µM]
CCCN1Cc2cccc(C(=O)Nc3ccc4c(c3)OCCO4)c2C1=O,5.8%,-15.3%[46.1 µM],1.7%,-0.8%,-7.3%,-19.7%,6.6%,15.0%[38.3 µM]
Cc1cc2nc(C)c3c(n2n1)CCC3,-12.0%,14.2%,0.0%,-0.9%,-4.8%,i,?,0.8%
COCCOC(=O)C1=C(C)N=C2SCCC(=O)N2C1/C=C/c1ccccc1 (stereo unspecified),·,-1.0%[46.1 µM],-7.2%,·,·,-7.2%,5.3%,·
CCOC(=O)c1n[nH]c(=O)c2ccccc12,3.6%,39.2%,-0.3%,·,·,-3.1%,0.5%,-3.4%
COC(=O)N/N=C/c1cn(CCOc2ccccc2)c2ccccc12,1.5%,15.0%,1.0%,·,·,15.9%,-13.7%,·
CC(C)(C)CN1C(N)=NC[C@@H]1Cc1ccc(O)cc1,2.8%,24.0%,-1.9%,·,·,-6.2%,-1.4%,·
CC(C)C(C)(C#N)NC(=O)CSc1nc2scc(-c3ccccc3)c2c(=O)[nH]1 (stereo unspecified),-8.4%,5.6%,0.1%,-5.8%,3.7%,-7.6%,?,-11.3%

# A different layout for part of the listing above.
SMILES: CC1CCCCC1NC(=O)CSc1nnc(CN2CCOCC2)n1C (stereo unspecified)
  RGS12 GoLoco inh: 7.2%; NPSR antag: -4.5%[46.1 µM]; Epigenetic derep: -2.2%; SMN2 splice enh: 0.2%; KinaseGlo FLuc: 1.1%; RECQ1 helicase: i; KDM4E inh: 1.2%; IMPase Li inh: 0.2%
SMILES: COCCOC(=O)C1=C(C)N=C2SCCC(=O)N2C1/C=C/c1ccccc1 (stereo unspecified)
  RGS12 GoLoco inh: ·; NPSR antag: -1.0%[46.1 µM]; Epigenetic derep: -7.2%; SMN2 splice enh: ·; KinaseGlo FLuc: ·; RECQ1 helicase: -7.2%; KDM4E inh: 5.3%; IMPase Li inh: ·
SMILES: CCCN1Cc2cccc(C(=O)Nc3ccc4c(c3)OCCO4)c2C1=O
  RGS12 GoLoco inh: 5.8%; NPSR antag: -15.3%[46.1 µM]; Epigenetic derep: 1.7%; SMN2 splice enh: -0.8%; KinaseGlo FLuc: -7.3%; RECQ1 helicase: -19.7%; KDM4E inh: 6.6%; IMPase Li inh: 15.0%[38.3 µM]
SMILES: O=C(COC(=O)c1ccncc1)Nc1cc(Cl)c(Cl)cc1Cl
  RGS12 GoLoco inh: 15.5%; NPSR antag: -1.4%[46.1 µM]; Epigenetic derep: -0.8%; SMN2 splice enh: -6.4%; KinaseGlo FLuc: 0.8%; RECQ1 helicase: -2.0%; KDM4E inh: -3.4%; IMPase Li inh: -0.5%[38.3 µM]
